SNCA expr inhib – inhibitors of alpha-synuclein (SNCA) gene expression; HEK-293 SNCA-luciferase knock-in, luminescence, 24 h; Potency, µM (titrated, usually from 57.2 µM), for inactives: at the top dose activity change, negative = inhibition, most hits filed as inhibitors; 140,000 tested, 0.17% active; AID 1671194;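 note: potency is the fitted concentration of half-maximal effect; plate controls were DMSO cells for no effect and cell-free wells for full effect; nearly all actives have a fitted effect of over 45% in size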
HEK293 viab – cell viability loss counter-screen | HEK-293-SNCA-luc viability, GF-AFC fluorescence, 24 h | Potency, µM (titrated, usually from 57.1 µM), inactives show top-dose activity change, negative = cytotoxicity, usual class: cytotoxic | 150,000 tested, 0.12% active;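 note: potency is the fitted concentration of half-maximal effect; 0% = DMSO-treated cells and -100% = medium-only wells without cells; nearly all actives have a fitted effect of over 30% in size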
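Cytotoxicity counterscreen: after 24 h compound treatment of genome-edited SNCA-luciferase HEK-293 cells, live-cell protease substrate GF-AFC read by fluorescence after 30 min; activity scaled between DMSO (0%) and medium-only (-100%), curves Hill-fitted.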
HEK cytotox – kills HEK 293 cells; HEK 293 viability, ATP luminescence (CellTiter-Glo), 48-72 h; Potency, µM (doses to about 115 µM), inactives show at the highest dose activity change, negative = cytotoxicity, actives largely listed as inhibitors; 94,000 tested, 6.6% active; AID 1345083; note: potency is the fitted concentration of half-maximal effect; nearly all actives have a fitted effect of over 60% in size
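HEK 293 cells seeded at 250 cells/well were exposed to compound for 48 or 72 hr at 37 degree Celsius. Viability taken as ATP content by CellTiter-Glo luminescence.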
IP6K1 inhibitor – blocks human inositol hexakisphosphate kinase 1; activity change, % (series mostly up to about 58 µM); IP6K1 kinase, ADP-Glo luminescence, 2 h; hits give low values; Q92551; AID 1645851; 140,000 tested, 0.81% active; in the data active = activity change below about -25%
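ADP-Glo luminescence measures ADP made by human IP6K1 during a 2 h RT reaction with ATP/IP6 (mix at 1.3 mM/130 uM); top library doses 57.5 and 19.1 uM final.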
3T3 cytotox – kills NIH 3T3 cells | NIH 3T3 viability, CellTiter-Glo ATP luminescence, 48-72 h | Potency, µM (highest dose often 96.7 µM), without a hit: top-dose activity change, negative = cytotoxicity, usual class: inhibitors | 94,000 tested, 4.3% active | AID 1345082; note: potency is the fitted concentration of half-maximal effect; nearly all actives have a fitted effect of over 55% in size
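First NIH 3T3 cells are plated at 400 cells/well; next compound is pinned in; then plates incubate 48 or 72 hr at 37 °C; finally CellTiter-Glo is added and luminescence read after 10 min.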
FLuc inh – blocks purified firefly luciferase enzyme activity; purified P. pyralis luciferase, luminescence, biochemical; Potency, µM (doses to about 115 µM), inactives show at the highest dose activity change, negative = inhibition, usual class: inhibitors; 76,000 tested, 2.5% active; note: potency is the fitted concentration of half-maximal effect; nearly all actives have a fitted effect of over 65% in size
Target sequence (P08659 whole entry, looked up): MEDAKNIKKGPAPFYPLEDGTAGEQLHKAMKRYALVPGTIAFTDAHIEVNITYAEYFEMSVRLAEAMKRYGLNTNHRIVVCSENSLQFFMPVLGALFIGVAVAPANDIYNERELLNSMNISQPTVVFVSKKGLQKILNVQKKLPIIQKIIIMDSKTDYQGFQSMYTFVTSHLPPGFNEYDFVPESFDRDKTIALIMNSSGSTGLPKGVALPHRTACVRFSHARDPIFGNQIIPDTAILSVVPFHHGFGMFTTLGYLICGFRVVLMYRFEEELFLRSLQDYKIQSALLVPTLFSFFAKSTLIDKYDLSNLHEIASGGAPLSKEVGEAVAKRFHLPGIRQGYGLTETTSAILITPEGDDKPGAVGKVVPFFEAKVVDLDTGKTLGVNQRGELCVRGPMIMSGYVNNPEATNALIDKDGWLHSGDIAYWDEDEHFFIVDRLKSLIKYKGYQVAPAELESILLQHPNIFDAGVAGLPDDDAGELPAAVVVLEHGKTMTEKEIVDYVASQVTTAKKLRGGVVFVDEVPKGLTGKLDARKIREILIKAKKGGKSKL
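Purified 10nM P. pyralis luciferase with 10uM D-luciferin and 10uM ATP in 50mM Tris acetate pH 7.5, 10mM Mg acetate, 0.01% Tween-20, 0.05% BSA. qHTS titration; luminescence read by CCD imager.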
GPT2 inhibitor – GPT2 alanine aminotransferase inhibition; Potency, µM (doses to about 57.7 µM), inactives show top-dose activity change, negative = inhibition, most hits filed as inhibitors; Recombinant GPT2, coupled pyruvate oxidase/HRP Amplex Red fluorescence; AID 1671188; 100,000 tested, 0.25% active; Q8TD30; note: potency is the fitted concentration of half-maximal effect; nearly all actives have a fitted effect of over 60% in size; many of its hits are not listed in these tables
Target sequence (Q8TD30 whole entry, looked up): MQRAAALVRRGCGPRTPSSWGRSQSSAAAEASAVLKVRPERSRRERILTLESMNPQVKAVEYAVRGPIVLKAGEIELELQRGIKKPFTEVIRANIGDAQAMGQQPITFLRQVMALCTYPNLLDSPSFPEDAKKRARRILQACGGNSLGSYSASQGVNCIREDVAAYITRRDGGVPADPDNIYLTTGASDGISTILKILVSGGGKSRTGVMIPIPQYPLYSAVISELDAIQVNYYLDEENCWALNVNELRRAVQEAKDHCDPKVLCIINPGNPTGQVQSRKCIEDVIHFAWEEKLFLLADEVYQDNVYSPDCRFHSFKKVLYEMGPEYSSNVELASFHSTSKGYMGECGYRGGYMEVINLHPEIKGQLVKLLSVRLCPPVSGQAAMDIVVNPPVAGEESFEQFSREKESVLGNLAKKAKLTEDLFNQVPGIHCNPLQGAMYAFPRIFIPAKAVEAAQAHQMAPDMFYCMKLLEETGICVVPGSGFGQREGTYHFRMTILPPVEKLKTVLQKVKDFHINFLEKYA
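Fluorescence of coupled pyruvate oxidase/HRP/Amplex Red system (50uM Amplex, 30 min, dark) reports pyruvate formed by GPT2. Enzyme reaction: 10ng/uL GPT2, 2mM L-alanine, 250uM a-KG, 30 min room temperature, pH 7.5; 50uM AOA control.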
Starred values were filed as active, the others as inactive; i = inactive; ? = inconclusive; . = not tested or not shown; [ ] = another dose, or the depositor's remark. Unless noted, calls come from the whole dose curve; as a rule, active = well fitted curve in the direction sought with a large enough effect; inconclusive = small, poorly fitted or top-dose-only effect, or another doubt; inactive = no such curve, though single readings can be large; an effect the other way counts as inactive or inconclusive. Unless noted, % is set by controls: 0 for no effect and ±100 for the full control effect.

Under each structure – SNCA expr inhib, HEK293 viab, HEK cytotox, IP6K1 inhibitor, 3T3 cytotox, FLuc inh, GPT2 inhibitor
> Cc1ccc(C2Cn3nnc(C(=O)N4CCC(C(=O)Nc5ccccc5)CC4)c3CO2)cc1 (centres undefined)
→ 145.9%[activator], -8.3%, 12.3%, 7.2, 4.8%, 12.6µM*, i
> O=C(NCCc1noc(-c2cccnc2)n1)C1(c2ccccc2)CC1
→ -17.5%, -7.1%[12.5 µM], 0.0%, 6.5, -8.8%, -4.2%, i
> CC(Oc1ccc(F)cc1F)C(=O)N1CCC2(CC1)CC(=O)N(C)C2 (centres undefined)
→ -13.7%, 7.0%, -1.5%, -0.5, -3.8%, 12.7%, 0.8%[11.5 µM]
> COc1ccc(-c2ccccc2C(=O)N2CCCCC2)nn1
→ ., ., -21.8%[172 µM], 2.0, -15.8%[138 µM], ., .
> Cc1ccc(NC(=O)c2nc3sccn3c2-c2ccc(F)cc2)cc1
→ -21.1%, -0.6%, ?, 12.7, ?, ., -11.8%
> O=C(COc1ccc(F)cc1)Nc1ccc(-c2nnc3n2CCCC3)cc1
→ 17.9%, 10.5%, 9.9%, 11.3, 0.0%, -15.1%, i
> Cn1ncc2c(C(=O)NC3CCOC3)cc(-c3cccc(C(F)(F)F)c3)nc21 (centres undefined)
→ ., ., ?, 3.2, ?, ., .
> COc1ccc(-c2cc(-c3ccccc3)c(C#N)c(SCC(O)CS(=O)(=O)Cc3ccccc3)n2)cc1 (centres undefined)
→ -11.8%, 8.3%, ., 23.8, ., ., .
> CCN1CCN(CCNC(=O)[C@H]2CCC[C@H]2NC(=O)c2ccc(OC)cc2)CC1
→ -22.1%, -13.3%, i, 15.0, 3.4%, 6.1%, i
> COc1cc(OC)c(NC(=O)NC(C)c2c(-n3cccc3)sc(C)c2C)cc1Cl (centres undefined)
→ -17.7%, -0.6%, ., -16.2, ., ., .
> O=c1[nH]nc2n1CCN(CC1CCCCC1)CC2
→ 9.0%, 1.1%, -5.2%, 5.7, -9.7%, 5.0%, 1.6%
> O=C(c1cccc(Cl)c1)N1CCC(C(=O)N2CCC(c3nc4ccncc4[nH]3)C2)CC1 (centres undefined)
→ -0.5%, -4.5%, -3.6%, -2.0, -18.5%, ., i
> Cc1cc(C)cc(NC(=O)N2CCC3(CC2)Oc2ccccc2C(=O)N3Cc2ccccc2F)c1
→ -6.2%, -3.0%, ., -5.3, ., ., .
> CC1CCC(NC(=O)c2ccc(CS(=O)(=O)c3ccc(Cl)cc3)o2)CC1 (centres undefined)
→ 15.7%, ?, ., 15.4, ., ., .
> CN1c2cc(C(N)=O)ccc2C(=O)N2CCCCCC21 (centres undefined)
→ -9.6%, ?, 5.7%, 19.6, -6.5%, -11.1%, i
> NCc1ccccc1-c1ccc(OC(F)(F)F)cc1
→ -19.4%[87.6 µM], -27.8%[87.6 µM], 56.2µM*, -4.4, ?, ., i
> Cc1cc(CN2C[C@H](NC(=O)CNS(C)(=O)=O)[C@@H](C3CC3)C2)on1
→ -14.9%, 4.2%, -5.5%, -3.3, -13.3%, 0.9%, 3.3%
> CCC(=O)N[C@H]1CC[C@H](C(=O)N(C)c2ccc(-c3nc4ccccc4o3)cc2)C1
→ 106.4%[activator], -1.9%, ., ., ., ., i
> CC1(C)CC[C@]2(C(=O)O[C@@H]3O[C@H](CO)[C@@H](O)[C@H](O)[C@H]3O)CC[C@]3(C)C(=CCC4[C@@]5(C)C[C@H](O)[C@H](O[C@@H]6O[C@H](C(=O)O)[C@@H](O)[C@H](O)[C@H]6O)[C@@](C)(CO)C5CC[C@]43C)C2C1 (some centres undefined)
→ ., -1.0%[12.5 µM], ., 17.6, ., ., 2.5%[11.5 µM]
> O=c1cc(COc2ccc(Cl)cc2Cl)nc2scc(-c3ccccc3)n12
→ 4.7%, 8.8%, ., -13.1, ., ., .
> O=C(CCn1c(=O)c2cccn2c2ccc(F)cc21)NCCc1ccccc1Cl
→ -16.3%, -2.2%, ., 4.2, ., ., .
> Cc1ccc2nc(-c3ccc(NC(=O)C(F)(F)F)cc3)sc2c1
→ ?, 8.2%, ., -17.6, ., ., .
> O=C(NCCn1cccc1-c1nc(-c2ccc3c(c2)OCO3)no1)c1ccc2c(c1)OCO2
→ 104.5%[activator], -23.7%, -7.0%, 33.4, -7.9%, 10µM*, i
> CC(=O)N(C1CC1)C1CCOC2(CCN(C(=O)NCCc3ccccc3)CC2)C1 (centres undefined)
→ 42.7%[activator], -4.1%, -12.0%, -12.6, -10.3%, -7.5%, i
> Cc1ccc(-c2nn3c(=O)cc(CN4CCN(S(=O)(=O)c5ccc(Cl)cc5)CC4)nc3s2)cc1
→ -9.8%, 1.6%, ., 29.7, ., ., .
> COc1cc(C)ccc1S(=O)(=O)N1CCCCC1CN1CCOCC1 (centres undefined)
→ -10.3%, -5.6%, ?, 0.0, -1.0%, -11.9%, i
> COc1cccc(S(=O)(=O)N2CC3(Cc4ccccc4C(=O)N3)C2)c1
→ 14.1%, 8.9%, -9.0%, -5.9, -26.8%, ., i
> Cc1cccc(OCC(=O)Nc2cccc(C(=O)OCc3cc(=O)n4c(C)csc4n3)c2)c1
→ 11.0%, 0.0%, ., -8.9, ., ., .
> O=C(O)C(O)Cc1ccc(O)c(O)c1 (centres undefined)
→ 74.5%[activator], ?, ., ., ., ., i
> COc1cc(OC)cc(C(=O)N2CCC(Cc3nc(-c4ccc(F)cc4)no3)CC2)c1
→ ?, -6.2%, 31.6µM*, 0.0, ?, 5.3%, i
> COc1ccc(Cl)cc1NC(=O)c1cc2nc(-c3ccc4c(c3)OCO4)cc(C(F)(F)F)n2n1
→ 4.0%, 2.0%, ., 15.9, ., ., .
> COc1ccc(-c2cc(C(F)(F)F)n3ncc(-c4ccccc4)c3n2)cc1
→ 13.1%, 14.3%, ., 9.9, ., ., .
> COc1ccc(CCNC(=O)c2c(O)nc3ccccn3c2=O)cc1OC
→ 38.2%[activator], 11.7%, ., 10.7, ., ., .
> O=C(NC1CCN(c2cc(-c3ccc(F)cc3)[nH]n2)C1)c1c[nH]c2ccccc12 (centres undefined)
→ ?, ?, 39.8µM*, 0.0, 31.6µM*, -16.8%, ?
> CC(=O)Nc1cccc(OCc2nc3c(n2Cc2ccccc2)C(=O)N(Cc2ccccc2F)CCN3)c1
→ -21.3%, -8.7%, ?, -4.2, ?, 3.5%, 3.6%
> O=C(Nc1ccc(Cl)cc1)c1ccc(-n2cnnc2)cc1
→ 87.9%[activator], 0.4%, ., 18.6, ., ., .
> C=CCNC(=O)N[C@H]1[C@H](O)[C@@H](N2CCN(C(C)=O)CC2)[C@@H]2OC[C@H]1O2
→ ?, -4.8%[87.6 µM], i, 18.3, i, 3.7%[172 µM], -41.6%[88.5 µM]
> Clc1cccc(CN2CC[C@H](c3nc4ccccc4o3)C2)c1
→ 17.8%[87.6 µM], 7.6%[87.6 µM], ?, 5.1, -20.0%[174 µM], -3.1%[172 µM], i
> CCCCNC(=O)CC1CCN(c2ccnc(NCC)n2)CC1
→ 23.1%, -26.7%, ?, 11.6, ?, -0.4%, i
> COCCCNC(=O)c1c(NC(=O)Cc2coc3cc(C)cc(C)c23)sc2c1CCCC2
→ ?, -12.0%, ., -13.7, ., ., .
> COc1ccccc1NC(=O)Cn1c(N2CCN(c3ccccc3)CC2)nc(C)cc1=O
→ -16.2%, -5.0%, ?, -0.2, ?, -8.3%, -5.5%
> COc1cc(OC)cc(C(=O)Nc2ccc3nc(N4CCC(C)CC4)cc(C)c3c2)c1
→ -14.7%, 1.0%, ., 24.7, ., ., .
> O=C1CCN(S(=O)(=O)c2ccccc2)CCCN(S(=O)(=O)c2cccc(F)c2)CCN1
→ -17.2%, 3.9%, -12.8%, -1.4, -22.4%, -0.8%, -5.9%
> CN(C(=O)CN1CCOCC1)C1CCc2nn(C)c(=O)n2CC1 (centres undefined)
→ -14.9%, 6.1%, ?, 3.2, 0.0%, 4.2%, i
> CN(C)c1cccc(C(=O)N2CCC[C@H]2c2nc(-c3ccc(F)cc3)no2)c1
→ -13.4%, ?, ?, -0.5, -30.4%, 3.2%, i
> COc1cc2c(cc1OC)C(CNC(=O)c1cccs1)N(C(=O)Nc1ccccc1)CC2 (centres undefined)
→ -12.8%, -4.6%, ?, 2.9, -16.6%, -6.0%, i
> COc1cccc(C(=O)N2C[C@@H]3CCN(C)C[C@]3(C(=O)O)C2)c1C
→ -22.1%, 8.3%, -6.3%, 6.0, i, -6.1%, -1.8%
> C=CCOC(=O)C1=C(C)N=C2SC=C(CC(=O)N3CCCC3)N2C1c1ccc(F)cc1 (centres undefined)
→ -25.8%, -12.2%, ?, 10.4, -22.9%, -10.7%, ?
> O=C(c1nnc(COc2ccc(F)c(F)c2)n1-c1ccccc1)N1CCC[C@@H]1c1cccc(F)c1
→ ?, ?, ?, 12.2, 10µM*, -5.0%, 3.8%
> CCCS(=O)(=O)N1CCC(c2noc(-c3ccncc3)n2)C1 (centres undefined)
→ 12.1%, -2.3%, -1.4%, 8.9, 3.4%, -4.9%, 0.3%
> CCOCCN1C(=O)COC[C@@H]1[C@H](O)c1ccc(NC(=O)c2ccco2)cc1
→ 30.9%[activator][87.6 µM], 3.8%[87.6 µM], -0.7%[172 µM], -11.5, -10.9%[138 µM], -12.0%[172 µM], -3.1%[88.5 µM]
> CCc1cccc(NC(=O)Cn2c(C(=O)OC)cc3occc32)c1
→ 39.1%[activator], 4.3%, ., 2.3, ., ., .
> Nc1c(-c2nc(-c3ccccc3)no2)nnn1CC(=O)Nc1ccccc1
→ -5.3%, -1.9%, ., -11.4, ., ., .
> Cn1ccnc1C(=O)N1C[C@@H](COCC2CC2)[C@H](c2ccccn2)C1
→ 6.4%, 5.0%, -8.4%, 0.0, -15.0%, -1.6%, i
> COc1ccc2cccc(CCNC(C)=O)c2c1
→ -0.4%, 4.4%, ., 12.8, ., ., -6.0%
> COc1ccc(NC(=O)Cn2cc(C(=O)c3ccccc3OC)c(=O)c3ccc(C)nc32)cc1OC
→ 19.6%, ?, ., -1.6, ., ., .
> CCOc1cc(=O)n2c(c1C(=O)Nc1cccc(C#N)c1)CCCC2
→ ?, 0.3%, ?, -16.5, -3.6%, -1.6%, i
> CCC[C@@H]1CN(S(=O)(=O)c2ccc(OC(F)F)cc2)C[C@H]1N(C)C
→ -0.6%, 10.5%, -15.5%, -1.6, -31.6%, -9.4%, i
> CN(CCc1ccccn1)c1cc(C2CC(O)C2)ncn1 (centres undefined)
→ 26.9%, 5.0%, -3.5%, 6.9, -16.7%, ?, 2.3%[11.5 µM]
> COc1ccc(OC)c(NC(=O)c2nc(SCc3ccc(F)cc3)ncc2Cl)c1
→ 11.5%, 6.3%, ., 5.9, ., ., .
> CC(C)C1=NOC2(CCN(Cc3ccc(F)cc3)C2)C1 (centres undefined)
→ 3.0%[87.6 µM], -4.6%[87.6 µM], -11.4%[172 µM], 3.6, -5.2%[138 µM], ., -8.2%[88.5 µM]

From PubChem BioAssay
